Apaf-1 inh: inhibitors of human Apaf-1 apoptosome, primary screen, biochemical, DEVD-Rh110 fluorescence, uHTS; Apoptotic protease-activating factor 1 (Homo sapiens), O14727; reconstituted apoptosome caspase-3 activity; inhibition, % at 20 µM; 330,000 tested, 0.71% active; AID 489030, 2010; active means inhibition of at least 40% at 20 µM;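 further: plate controls were DMSO wells for no effect and DEVD-CHO caspase inhibitor wells for full effect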
Target sequence (O14727 whole entry, looked up): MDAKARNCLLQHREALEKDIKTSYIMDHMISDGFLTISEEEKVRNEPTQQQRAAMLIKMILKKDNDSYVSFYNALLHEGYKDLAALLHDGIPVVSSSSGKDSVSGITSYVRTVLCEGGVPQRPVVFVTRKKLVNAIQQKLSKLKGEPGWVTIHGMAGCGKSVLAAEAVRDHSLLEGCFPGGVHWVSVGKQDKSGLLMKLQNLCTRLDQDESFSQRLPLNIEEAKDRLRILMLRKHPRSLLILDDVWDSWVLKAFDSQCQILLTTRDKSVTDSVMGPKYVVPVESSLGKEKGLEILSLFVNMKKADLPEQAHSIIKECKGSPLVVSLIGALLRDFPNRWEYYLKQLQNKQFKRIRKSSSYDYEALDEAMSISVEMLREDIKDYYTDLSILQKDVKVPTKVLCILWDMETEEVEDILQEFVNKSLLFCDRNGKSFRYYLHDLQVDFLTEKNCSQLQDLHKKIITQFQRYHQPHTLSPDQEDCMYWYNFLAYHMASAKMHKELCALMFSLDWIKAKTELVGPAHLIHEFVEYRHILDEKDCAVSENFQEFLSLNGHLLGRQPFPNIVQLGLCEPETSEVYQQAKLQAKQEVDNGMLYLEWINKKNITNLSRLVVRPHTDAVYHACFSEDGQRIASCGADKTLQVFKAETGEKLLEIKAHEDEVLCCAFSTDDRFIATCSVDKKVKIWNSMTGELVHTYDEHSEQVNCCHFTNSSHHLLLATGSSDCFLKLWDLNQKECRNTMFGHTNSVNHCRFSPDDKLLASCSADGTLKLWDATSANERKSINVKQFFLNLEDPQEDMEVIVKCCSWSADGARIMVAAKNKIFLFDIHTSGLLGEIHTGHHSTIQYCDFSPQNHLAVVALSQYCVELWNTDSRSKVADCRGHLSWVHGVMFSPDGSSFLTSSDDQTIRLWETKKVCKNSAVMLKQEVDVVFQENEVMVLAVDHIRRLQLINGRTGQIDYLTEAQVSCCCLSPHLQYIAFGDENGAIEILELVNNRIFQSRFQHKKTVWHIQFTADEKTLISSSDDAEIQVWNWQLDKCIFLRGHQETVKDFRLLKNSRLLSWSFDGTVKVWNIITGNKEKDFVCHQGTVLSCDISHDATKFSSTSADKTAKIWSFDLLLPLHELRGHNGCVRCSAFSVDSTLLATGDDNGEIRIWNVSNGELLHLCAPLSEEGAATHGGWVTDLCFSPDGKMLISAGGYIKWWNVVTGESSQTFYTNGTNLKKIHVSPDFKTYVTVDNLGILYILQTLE
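System: Apoptosome proteins | Medium: Hepes pH 7.5 with detergent and BSA | Also added: Cytochrome c trigger plus (Z-DEVD)2-Rh110 caspase-3 substrate | Incubation: 30 min compound preincubation, 50 min activation, room temperature | Detection: Rhodamine 110 fluorescence at Ex 480/Em 540 nm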
UBC13 polyUb: UBC13 polyubiquitin chain formation inhibitors, primary screen, biochemical, TR-FRET, uHTS. 330,000 tested, 0.47% active. inhibition, % at 20 µM. AID 485273, 2010. Ubiquitin-conjugating enzyme E2 N (Homo sapiens), P61088; in the data active means inhibition above about 45%, passing the limit was not always enough
SENP6 inh: SENP6 protease inhibitors, primary screen, biochemical, luminescence, uHTS. Sentrin-specific protease 6 (Homo sapiens), Q9GZR1. Recombinant SENP6 catalytic domain, aminoluciferin luminescence. inhibition, % at 10 µM. 330,000 tested, 1.8% active. AID 2599, 2010;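 active means inhibition above about 50% at the single tested dose, limit read from the data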;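 further: plate controls were DMSO wells with enzyme for no effect and DMSO wells lacking enzyme for full effect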
A3G deaminase: APOBEC3G DNA deaminase inhibitors, primary screen, biochemical, fluorescence, single-stranded DNA substrate, uHTS; AID 493012, 2011; DNA dC->dU-editing enzyme APOBEC-3G (Homo sapiens), Q9HC16; 330,000 tested, 0.28% active; recombinant A3G, ssDNA deamination FAM/TAMRA fluorescence; inhibition, % at 20 µM;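 active means inhibition of at least 40% at 20 µM, with no more than 30% in the related APOBEC3A deaminase screen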;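 further: plate controls were DMSO wells with A3G for no effect and wells lacking A3G enzyme for full effect; some compounds called inactive have numbers as strong as hits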
SENP1 FRET inh: human SENP1 catalytic domain inhibitors, primary screen, biochemical, FRET, uHTS; recombinant SENP1 catalytic domain, CyPet-SUMO1-YPet FRET cleavage; Sentrin-specific protease 1 (Homo sapiens), Q9P0U3; 360,000 tested, 0.21% active; inhibition, % at 10 µM;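 active means inhibition at least 30% at 10 µM, raw YFP signal under a set limit, fluorescence ratio 0.5 to 1.5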;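 further: 0% = enzyme with DMSO and 100% = no enzyme wells; some results filed as inactive read as strong as hits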
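System: Recombinant human SENP1 catalytic domain, His6-tagged | Incubation: Enzyme reaction for 50 min at room temperature, dark | Medium: Tris pH 8 with BME, BSA, NP40 and catalase | Also added: 25 nM SUMO1 FRET substrate | Compound: 10 µM single point, 0.5% DMSO | Measured by: FRET fluorescence in CFP and YFP emission channels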
SENP8 block-1: human SENP8 protease inhibitors, primary screen, biochemical, fluorescence, Nedd8 protein substrate, uHTS. inhibition, % at 20 µM. 360,000 tested, 0.64% active. Sentrin-specific protease 8 (Homo sapiens), Q96LD8. recombinant SENP8. AID 602440, 2012; in the data active means inhibition mostly above about 40%, no sharp cut-off; inactive means mostly below about 27%
SENP7 inh: SENP7 protease inhibitors, primary screen, biochemical, luminescence, uHTS; recombinant SENP7, Z-RLRGG-aminoluciferin luminescence, 40 min; AID 434973, 2010; 330,000 tested, 1.5% active; inhibition, % at 5 µM; Sentrin-specific protease 7 (Homo sapiens), Q9BQF6;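 active means inhibition above about 50% at the single test dose, limit read from the data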;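 further: plate controls were DMSO with enzyme for no effect and no enzyme buffer wells for full effect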
SENP8 block-2: SENP8 protease inhibitors, primary screen, biochemical, luminescence; inhibition, % at 10 µM; 330,000 tested, 1.2% active; Sentrin-specific protease 8 (Homo sapiens), Q96LD8; AID 2540, 2010; purified SENP8, Z-RLRGG-aminoluciferin cleavage; in the data active means inhibition above about 50%
The depositor's hits bear a star; i = inactive; nt = no result given. Compounds as they come. About 3.6% of those tested had a hit in this group.

SMILES	Apaf-1 inh	UBC13 polyUb	SENP6 inh	A3G deaminase	SENP1 FRET inh	SENP8 block-1	SENP7 inh	SENP8 block-2
Cc1nc(SCc2cccc(F)c2)c2oc3ccccc3c2n1	18	-4	-43	-4	0	8	-7	-9
CCCCN1C(=O)C(=O)c2cc(Cl)ccc21	27	-4	0	-4	-3	-41	7	10
O=C(CSc1nc2ccc(Cl)cc2[nH]1)NC1CCCc2ccccc21 (stereo unspecified)	10	-5	-11	-8	2	12	-9	-11
CCN(CC1CCCN(CCc2cccc(OC)c2)C1)C(=O)c1ccoc1 (stereo unspecified)	3	2	-9	-6	-1	2	-5	3
CN1Cc2c(N3CCOCC3)nc(SCc3ccccc3)c(C#N)c2CC1(C)C	21	6	10	-2	-27	-55	-10	-5
CCCCC(Nc1ncnc2ccccc12)C(=O)O (stereo unspecified)	-6	4	21	-2	0	0	-6	1
Fc1cccc(Cl)c1Cc1noc(/C=C/c2ccccc2)n1	-4	4	-9	-4	1	-3	-2	1
CC(C)C(NC(=O)CN(c1cccc(F)c1)S(C)(=O)=O)C(C)C	4	-4	-12	-9	0	14	-2	-10
COc1cc2c(cc1OC)-c1cc(NC3CCCC3)nc(=O)n1CC2	6	-10	-5	-5	-50	-160	-11	-7
COc1ccccc1NC(=O)CSc1nnc(-c2ccoc2C)o1	-1	5	0	-8	0	4	-2	-4
O=S(=O)(c1ccc(F)cc1)N1CCC2(CC1)OCCO2	2	2	-2	-1	1	8	1	-7
O=C(O)c1cc(-c2ccc(-c3ccc(F)cc3)o2)nc2ccccc12	-8	-12	16	30	-43	-371	8	2
CCOC(=O)c1c(NC(=O)c2cccs2)sc2c1CC(C)(C)OC2	12	8	-4	-5	-4	-486	16	-4
O=C(NCCCN1CCN(c2ccccc2F)CC1)Nc1ccccc1[N+](=O)[O-]	-12	-6	9	-3	1	44*	8	-9
N#C/C(=C\c1ccccc1[N+](=O)[O-])C(=O)Nc1ccc(S(N)(=O)=O)cc1	1	12	0	-3	-8	-2	9	-1
CC1(C)C([N+](=O)[O-])C(c2ccc(O)cc2)NC(c2ccc(O)cc2)C1[N+](=O)[O-] (stereo unspecified)	8	-7	-6	-9	1	11	-3	-14
Cc1ccc(OCc2nnc(SCc3nc4ccccc4[nH]3)n2Cc2ccco2)cc1	26	-2	-17	-3	-25	-89	12	-11
Cc1cccc(C(=O)Oc2ccccc2/C=N/NC(=O)c2ccc(NC(=O)C(C)(C)C)cc2)c1	6	-9	-6	1	1	-2	0	-2
Cn1cc(CN2CCC(Oc3ccc(C(=O)N4CCCC4)cc3)CC2)cn1	-4	5	-10	-1	1	5	-5	-13
Cc1cc(C)nc(NS(=O)(=O)c2ccccc2)n1	-23	-10	-14	6	3	5	4	3
Cc1cc(C(=O)CCC(=O)NCC(=O)Nc2c(C)cccc2C)c(C)s1	9	-21	-6	1	-2	3	-3	-9
O=C(NC1=NCCS1)c1ccccc1OCc1ccc(F)cc1	1	-1	12	-7	3	9	14	-2
CCC(=O)Nc1nnc(S(=O)(=O)N(C)c2cc(C)cc(C)c2)s1	10	1	10	-1	2	10	4	0
CCOc1ccc(S(=O)(=O)NC2CCCC2)cc1	-7	6	1	-5	4	6	-9	-3
CC(NC(=O)Cc1cccs1)c1ccc2c(c1)OCO2 (stereo unspecified)	3	-9	2	3	-2	2	10	-3

More results
SMILES	Apaf-1 inh	UBC13 polyUb	SENP6 inh	A3G deaminase	SENP1 FRET inh	SENP8 block-1	SENP7 inh	SENP8 block-2
Cc1onc(-c2ccccc2)c1C(=O)N/N=C/c1cc(Br)c(Br)o1	8	-8	11	-3	3	4	-8	-1
COc1cc2c(cc1NC(=O)c1ccc3c(c1)OCO3)oc1ccccc12	-7	14	5	-9	0	-83	4	-4
Cc1cc(C)nc(NC(N)=NC(C)c2ccccc2)n1 (stereo unspecified)	2	9	2	-5	nt	nt	3	-7
CS(=O)(=O)NN1C(=O)c2ccccc2NC1c1cccc2cccnc12 (stereo unspecified)	2	2	-11	1	1	-98	3	-2
COc1ccc(OC)c(-n2c(CNC3CCN(Cc4ccccc4)CC3)nc3ccccc3c2=O)c1	9	-1	3	-1	-17	32	9	1
CC(=O)Nc1ccc(S(=O)(=O)NC2=NCN(c3cccc([N+](=O)[O-])c3)CN2)cc1	4	-2	-15	-1	0	10	3	-7
O=C(NC1CC1)c1ccc(CSCc2cccc(F)c2)o1	1	8	4	-8	1	28	-2	8
COc1nn(CC(=O)N2N=C(C(F)F)CC2(O)C(F)F)cc1[N+](=O)[O-] (stereo unspecified)	-7	7	2	-3	1	5	-1	1
CCn1c2ccc(CC(=O)O)cc2c2cc(CC(=O)O)ccc21	-1	-5	-4	-4	0	-51	-6	-1
CC(=O)Oc1ccc(C(=O)Nc2ccccc2C(=O)Nc2cccc(C(=O)O)c2)cc1	1	4	-17	-3	1	4	2	-2
COc1ccccc1N(CC(=O)NCc1ccccc1)C(=O)CCC(=O)Nc1nccs1	-3	-1	-20	-4	1	4	4	-5
COc1cccc(-c2ncc3ccccc3c2COC(=O)c2cccs2)c1	12	27	8	-8	1	-8	2	4
O=C(N/N=C\c1ccc(-c2ccc(Cl)c(Cl)c2)o1)C(=O)N1CCCC1	21	4	-20	-5	-9	-414	-9	-9
CCN(CC)C1CCN(C(=O)CCc2nnc(CCc3ccccc3)o2)C1 (stereo unspecified)	-18	12	-15	-2	-1	9	2	1
CC(/C=N\NC(=O)c1cc(C)oc1C)=C\c1ccccc1	6	-7	-14	-3	-1	14	82*	72*
CC1(c2ccccc2)NC(=O)N(CC(=O)Nc2nnc(C3CC3)s2)C1=O (stereo unspecified)	-5	-7	-4	-4	3	3	8	-11
CC(C)(C)NC(=O)NC(=O)Cn1cc(C(F)(F)F)ccc1=O	-3	6	-5	-4	1	17	3	4
CCOC(=O)c1ccc(Oc2cn[nH]c2-c2ccc(OCC(=O)NN)cc2O)cc1	19	0	-14	-9	3	20	-6	-22
COC(=O)c1[nH]c2ccc(C)cc2c1NC(=O)CN1CCN(Cc2ccccc2)CC1	3	4	-2	13	-2	i	4	1
CC(=O)Nc1ccc(NC(=O)CSc2nnc3ccc(-c4ccc(F)cc4)nn23)cc1	-22	3	0	-6	1	15	-1	0
CCCn1c(SCC(=O)Nc2ccc(Cl)cc2)n[nH]c1=O	0	12	12	-10	3	12	6	2
CCOCC(=O)Nc1nnc(C2CCCCC2)s1	-3	5	-13	0	1	1	-4	-11
Fc1ccc(-c2nnc(CN3CCN(c4ncc(C(F)(F)F)cc4Cl)CC3)o2)cc1	28	-7	10	-6	-3	9	-5	-2
O=C(NC1CC1)C1=COCCO1	-10	4	-1	-6	3	5	1	6
CCc1noc(C)c1C(=O)Nc1cc(S(=O)(=O)N2CCOCC2)ccc1N1CCN(CC)CC1	-3	-3	2	16	1	5	-12	0

Other structures follow.
SMILES	Apaf-1 inh	UBC13 polyUb	SENP6 inh	A3G deaminase	SENP1 FRET inh	SENP8 block-1	SENP7 inh	SENP8 block-2
COc1ccccc1-c1cc(C(=O)N/N=C/c2sccc2C)c2ccccc2n1	6	-13	5	2	-1	-19	1	7
CC(O)c1n(C)c(Cl)c[n+]1C (stereo unspecified)	10	-13	-18	16	1	17	-1	-6
COc1ccccc1CNC(=O)CCSCc1cccc(Cl)c1	10	2	22	2	3	23	7	9
CN1c2ccccc2C(=O)/C(=C\Nc2ccc(F)cc2)S1(=O)=O	2	11	-2	-6	-6	-102	-6	-3
N#CCC(=O)Nc1ccc(C(=O)OCC(=O)Nc2ccccc2-c2ccccc2)cc1	8	-4	-8	-4	-5	-2	10	-7
Cc1ccc(C)c(CSc2ncccc2C(=O)O)c1	-8	-3	-6	-10	3	-2	-6	2
CC1CCCCN1C(=O)C1CCN(S(=O)(=O)c2ccc(-n3cnnn3)cc2)CC1 (stereo unspecified)	1	-1	8	-8	2	12	-4	-7
O=C(CSc1nncs1)NCc1ccc2c(c1)OCO2	-1	-2	-4	-2	3	16	-5	-2
O=C(Nc1cc(Sc2nc3ccccc3s2)cc([N+](=O)[O-])c1)c1ccccc1	-6	1	-3	-4	-1	0	-4	-2
CCn1nnnc1SCC(=O)N1N=C(c2cccs2)CC1c1cccs1 (stereo unspecified)	7	-5	-7	13	-1	-220	-4	-6
CCN(CC(=O)Nc1ccc(OC)c(OC)c1)CC(=O)Nc1ccccc1C(F)(F)F	0	3	-5	-6	1	22	-4	3
O=C1NNC(c2ccccc2)=N/C1=C\c1ccccc1	19	-5	2	-9	1	47*	6	5
Cc1ccccc1NC(=O)C(=O)N/N=C/c1cccc(Br)c1	11	6	6	-5	2	17	11	-6
CSc1n[nH]c(=O)n1-c1cccc(Cl)c1	-19	5	-21	-7	-1	36	2	-5
CCCCSc1nc(N)c(C#N)c(-c2cccs2)c1C#N	1	38	-8	-3	2	-50	10	-2
Cc1nnc(SCc2ccc(Cl)cc2)nc1/C=C/N(C)C	-11	6	0	-7	-21	-135	-9	-3
O=C1c2ccccc2C(=O)N1CCCCn1c(=O)oc2ccccc21	-2	6	-2	1	2	20	8	0
O=C1COc2ccc(S(=O)(=O)CCC(=O)N3CCN(c4cccc(Cl)c4)CC3)cc2N1	-4	1	-8	-4	1	11	3	-5
CC(C)CC(=O)NC(=S)Nc1ccc(Cl)cn1	-2	2	-8	-4	1	18	-1	-2
COc1ccc(S(=O)(=O)CCC(=O)NCc2ccc(C)o2)cc1	4	-6	-1	-6	-5	8	-11	-14
COc1ccccc1C(=O)NC(=O)COC(=O)CNC(=O)c1ccc(Cl)cc1Cl	4	10	1	-8	0	-9	8	10
COc1ccccc1N1CCN(C(CNS(C)(=O)=O)c2cccnc2)CC1 (stereo unspecified)	1	8	-1	-6	-3	-56	-1	-2
CCCCn1c(N)c(N(C(=O)CSc2nnc(C)n2-c2ccccc2)C2CCCC2)c(=O)[nH]c1=O	-8	4	2	-7	1	2	2	-1
Brc1cc2c(cc1COc1ccc(-c3nn[nH]n3)cc1)OCO2	6	-6	15	-5	0	14	3	-5
COCCNC(=O)Cn1nc(-c2ccccc2)c2ccccc2c1=O	1	2	19	-3	1	14	-2	1
CCN1C(=O)[C@H]2[C@@H](c3ccc(C)cc3)N3C(=O)N(c4ccc(OC)cc4)C(=O)[C@@]3(Cc3ccc(Cl)cc3)[C@H]2C1=O	3	10	-5	-7	2	12	5	-9

Entries shown so far that have a COOH group, in the order listed:
SMILES	Apaf-1 inh	UBC13 polyUb	SENP6 inh	A3G deaminase	SENP1 FRET inh	SENP8 block-1	SENP7 inh	SENP8 block-2
CCCCC(Nc1ncnc2ccccc12)C(=O)O (stereo unspecified)	-6	4	21	-2	0	0	-6	1
O=C(O)c1cc(-c2ccc(-c3ccc(F)cc3)o2)nc2ccccc12	-8	-12	16	30	-43	-371	8	2
CCn1c2ccc(CC(=O)O)cc2c2cc(CC(=O)O)ccc21	-1	-5	-4	-4	0	-51	-6	-1
CC(=O)Oc1ccc(C(=O)Nc2ccccc2C(=O)Nc2cccc(C(=O)O)c2)cc1	1	4	-17	-3	1	4	2	-2
Cc1ccc(C)c(CSc2ncccc2C(=O)O)c1	-8	-3	-6	-10	3	-2	-6	2
